Compound activity as filed in PubChem BioAssay.
BLM inh: qHTS Assay for Inhibitors of Bloom's syndrome helicase (BLM); RecQ-like DNA helicase BLM (Homo sapiens), P54132; recombinant BLM DNA unwinding, fluorescence dequenching; Potency, µM (series often up to 56.1 µM), inactives show top-dose activity change, negative = inhibition, usual class: inhibitors; actives 0.2% (n = 350,000); AID 2528, 2010;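 further: plate controls were vehicle for no effect and no enzyme for full effect; nearly all actives have a fitted effect of over 35% in size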
Target sequence (P54132 whole entry, looked up): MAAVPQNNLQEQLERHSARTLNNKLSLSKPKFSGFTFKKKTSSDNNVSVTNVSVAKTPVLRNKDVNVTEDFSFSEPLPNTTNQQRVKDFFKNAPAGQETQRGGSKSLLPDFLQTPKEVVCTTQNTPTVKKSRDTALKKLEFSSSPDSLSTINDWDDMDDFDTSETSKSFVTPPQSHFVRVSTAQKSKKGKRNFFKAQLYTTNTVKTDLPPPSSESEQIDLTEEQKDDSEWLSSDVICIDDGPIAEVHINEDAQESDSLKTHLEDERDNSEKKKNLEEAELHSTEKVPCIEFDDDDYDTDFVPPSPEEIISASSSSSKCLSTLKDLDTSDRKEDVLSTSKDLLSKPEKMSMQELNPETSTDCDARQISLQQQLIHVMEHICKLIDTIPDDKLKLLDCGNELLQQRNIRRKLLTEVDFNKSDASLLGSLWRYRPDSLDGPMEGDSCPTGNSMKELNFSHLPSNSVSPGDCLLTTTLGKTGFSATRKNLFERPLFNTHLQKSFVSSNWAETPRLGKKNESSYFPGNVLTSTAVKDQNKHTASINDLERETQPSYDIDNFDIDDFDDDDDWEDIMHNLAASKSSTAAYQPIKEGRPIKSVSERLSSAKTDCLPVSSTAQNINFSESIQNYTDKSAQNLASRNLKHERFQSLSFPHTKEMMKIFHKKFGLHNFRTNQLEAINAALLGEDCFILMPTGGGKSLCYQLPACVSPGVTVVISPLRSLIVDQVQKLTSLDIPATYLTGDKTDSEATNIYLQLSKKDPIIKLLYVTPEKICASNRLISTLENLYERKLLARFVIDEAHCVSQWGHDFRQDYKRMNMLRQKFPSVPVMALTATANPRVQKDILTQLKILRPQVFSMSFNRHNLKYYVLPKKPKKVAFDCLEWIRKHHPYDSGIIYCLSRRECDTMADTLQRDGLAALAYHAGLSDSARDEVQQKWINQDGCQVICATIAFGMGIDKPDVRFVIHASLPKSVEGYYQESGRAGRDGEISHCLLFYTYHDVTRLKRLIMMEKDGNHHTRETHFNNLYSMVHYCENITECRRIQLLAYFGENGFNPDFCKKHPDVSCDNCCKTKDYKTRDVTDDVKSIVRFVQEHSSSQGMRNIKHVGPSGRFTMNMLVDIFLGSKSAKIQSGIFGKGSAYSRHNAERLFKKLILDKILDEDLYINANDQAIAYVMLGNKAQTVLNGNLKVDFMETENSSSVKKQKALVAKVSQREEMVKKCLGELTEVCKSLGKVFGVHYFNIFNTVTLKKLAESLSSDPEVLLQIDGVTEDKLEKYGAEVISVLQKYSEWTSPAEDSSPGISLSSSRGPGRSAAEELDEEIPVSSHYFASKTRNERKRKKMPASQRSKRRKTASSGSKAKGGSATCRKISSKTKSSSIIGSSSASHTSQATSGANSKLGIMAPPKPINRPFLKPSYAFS
JMJD2A Tudor: qHTS Assay for Inhibitors of JMJD2A-Tudor Domain; Lysine-specific demethylase 4A (Homo sapiens), O75164; AlphaScreen JMJD2A-Tudor / H3K4me3 peptide binding; Potency, µM (highest dose often 114 µM), for inactives: at the top dose activity change, negative = inhibition, hits mostly inhibitors; actives 4.4% (n = 390,000); further: on the % scale 0 is the no-effect control and ±100 the full control effect; nearly all actives have a fitted effect of over 50% in size
HP1b binding inh: HTS for Inhibitors of HP1-beta Chromodomain Interactions with Methylated Histone Tails; Chromobox protein homolog 1 (Homo sapiens), P83916; AlphaScreen HP1-beta / biotin-H3K9me3 peptide binding; AID 540317, 2011; actives 0.56% (n = 390,000); Potency, µM (titrated, usually from 114 µM), for the others: at the highest dose activity change, negative = inhibition, actives largely listed as inhibitors; further: nearly all actives have a fitted effect of over 70% in size; inactives centre near 23
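Compound inhibition of the preformed complex between 50 nM HP1-beta and 50 nM biotinylated H3K9me3 peptide was read by AlphaScreen. Buffer was PBS pH 7.4 with 0.01% Tween-20. Incubations ran 30 min at room temperature, with 10 ug/mL donor/acceptor beads.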
GLS inhibitor: qHTS for Inhibitors of Glutaminase (GLS). actives 0.21% (n = 410,000). GLS enzymatic activity, qHTS titration. Potency, µM (titrated, usually from 45.5 µM), inactives show at the highest dose activity change, negative = inhibition, actives largely listed as inhibitors. Glutaminase kidney isoform, mitochondrial (Homo sapiens), O94925; further: on the % scale 0 is the no-effect control and ±100 the full control effect
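Assay buffer: 45 mM KH2PO4 pH 8.2, 0.02% Tween-20. hKGA acts on L-glutamine (1 mM solution added); product glutamate is reported by an oxidase/peroxidase Amplex Red coupling, with fluorescence taken at baseline and 30 min.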
BAZ2B block: qHTS Assay for Inhibitors of BAZ2B | Potency, µM (top dose mostly 114 µM), inactives show top-dose activity change, negative = inhibition, actives largely listed as inhibitors | actives 4.4% (n = 360,000) | AID 504333, 2011 | AlphaScreen BAZ2B-H3K14Ac peptide displacement; further: on the % scale 0 is the no-effect control and ±100 the full control effect; nearly all actives have a fitted effect of over 60% in size
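Compounds, titrated to a top concentration of 110 uM, were incubated 30 min at room temperature with preformed BAZ2B/acetyl-K14 H3 peptide complex (50 nM each). Proximity signal was measured by AlphaScreen after 20 min with beads.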
G9a inh: qHTS Assay for Inhibitors of Histone Lysine Methyltransferase G9a; Histone-lysine N-methyltransferase EHMT2 (Homo sapiens), Q96KQ7; Potency, µM (titrated, usually from 102 µM), for the others: at the highest dose activity, negative = inhibition, most hits filed as inhibitors; G9a H3K9 monomethylation, AlphaScreen, 2 h; actives 8.8% (n = 350,000); AID 504332, 2011; further: on the % scale 0 is the no-effect control and ±100 the full control effect; nearly all actives have a fitted effect of over 75% in size
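Methyltransferase reactions run at room temperature for 2 h (20 nM enzyme, 500 nM biotin-H3K9 peptide, 20 uM SAM) after a 15 min compound preincubation; product detected by AlphaScreen beads and anti-H3K9me1 antibody.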
PGK inhibitor: qHTS Assay to Find Inhibitors of Phosphoglycerate Kinase. Phosphoglycerate kinase, glycosomal (Trypanosoma brucei brucei), P07378. PGK/GAPDH coupled, Kinase-Glo luminescence, 60 min. Potency, µM (series often up to 57.5 µM), without a hit: at the top dose activity change, negative = inhibition, usual class: inhibitors. actives 0.043% (n = 380,000). AID 602233, 2012; further: on the % scale 0 is the no-effect control and ±100 the full control effect; nearly all actives have a fitted effect of over 60% in size
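Luminescent ATP detection (Kinase-Glo Plus) follows a 60-minute room-temperature incubation, with wells lacking PGK as controls. Buffer: 100 mM TEA (pH 7.6), 5 mM MgCl2, 0.01% Tween-20. Coupling enzyme GAPDH (100 nM final) supplies unstable 1,3-BPG in-well.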
Pin1 inh: qHTS Assay to Find Inhibitors of Pin1; actives 0.009% (n = 390,000); Pin1 FP peptide displacement, HiFluor488, 10 min; Potency, µM (highest dose often 115 µM), inactives show top-dose activity, negative = inhibition, usual class: inhibitors; active means well fitted inhibition curve with a large enough effect in the polarisation, with a control signal flat, not every such curve was filed as active; inconclusive means small, poorly fitted or top-dose-only effect, or effect the other way, or a change in a side signal; inactive means no such curve, though single readings can be large or run the other way; the % refers to the polarisation; further: on the % scale 0 is the no-effect control and ±100 the full control effect
Pol iota inh: qHTS for Inhibitors of Polymerase Iota. Pol iota fluorescent replication assay, 10 min. Potency, µM (series often up to 115 µM), without a hit: top-dose activity, negative = inhibition, hits mostly inhibitors. actives 1% (n = 390,000)
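Pol iota at 10 nM preincubated 15 min with compounds at room temperature; reaction started with fluorescent substrate, 50 nM final. Fluorescence read kinetically at 0 and 10 min; buffer-only wells as negative control.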
The depositor's hits bear a star; i = inactive; ? = inconclusive; / = no result given; & = joins results of further samples; [ ] = dose if it differs, or a comment. Unless noted, the call rests on the fitted dose curve; in most records, active means well fitted curve in the direction sought with a large enough effect; inconclusive means small, poorly fitted or top-dose-only effect, or another doubt; inactive means no such curve, though single readings can be large; an effect the other way counts as inactive or inconclusive. Potency means the concentration at half of the fitted maximal effect. These rows are one share of the data; rates above refer to the full screens.

SMILES	BLM inh	JMJD2A Tudor	HP1b binding inh	GLS inhibitor	BAZ2B block	G9a inh	PGK inhibitor	Pin1 inh	Pol iota inh
COc1ccccc1C(=O)Nc1ccc(Oc2ncnc3sc(-c4ccccc4)cc23)cc1	-1%	-13%	19%	-8%	-1%	8%	-2%	27%	2%
CN1CCN(CC(C)(C)NS(=O)(=O)c2ccc(Cl)cc2)CC1	0%	-4%	17%	17%	0%	25%	/	-6%	5%
NC(=O)c1nn(-c2ccc(Oc3ccccc3)cc2)c(=O)cc1O	1%	-3%	31%	3%	-28%	-5%	0%	0%	24%
CCSc1nc2c(c(=O)[nH]1)C(c1cccs1)C(C(=O)OC)=C(C)N2 (stereo unspecified)	3%	-14%	45%[activator]	6%	3%	-10%	-4%	-6%	1%
COc1ccc(C2Nc3ccccc3C(=O)N2O)cc1OC (stereo unspecified)	2%	?	47%[activator]	40%[activator]	-23%	10µM*	4%	-2%	6%
CC(=O)Nc1ccc(C(=O)OCC(=O)NC2CCCCCCC2)cc1	-7%	1%	42%[activator]	0%	-11%	2%	4%	2%	105%[activator]
CCN(CC)S(=O)(=O)c1cccc(C(=O)N2CC(O)CC2C(=O)OC)c1 (stereo unspecified)	0%	18%[11.4 µM]	-3%	-6%	5%	7%	-3%	-1%	-4%
CCN1CCCC1CNC(=O)C1c2cc(OC)c(OC)cc2C(=O)N(C)C1c1cccnc1 (stereo unspecified)	0%	-3%	32%[activator]	4%	-5%	/	-8%	3%	-1%
COc1cc(C2NC(=O)NC(C)=C2C(=O)OC2CCCCC2)cc(Br)c1O (stereo unspecified)	-10%	-18%	2%	18%	-6%	?	-5%	5%	-13%
CCn1c(SC(C)C(=O)NCC2CCCO2)nc2scc(-c3ccccc3)c2c1=O (stereo unspecified)	/	-16%	53%[activator]	-2%	-8%	-31%	i	17%	23%
CCc1nn(CC(=O)Nc2ccc(C)cc2C)c(=O)c2cc3sccc3n12	-6%	-14%	26%	-10%	-2%	5%[59 µM]	0%	13%	6%
CCOC(=O)C1CCN(C(=O)c2cc(COc3ccc(OC)c4ccccc34)on2)CC1	-12%	-16%	-18%	16%	?	45µM*	-6%	4%	31%[activator]
O=C(Nc1ccc(OC(F)(F)F)cc1)c1ccc(S(=O)(=O)N2CCOCC2)o1	-5%	-5%	55%[activator]	-1%	1%	3%	-3%	-1%	-8%
O=C(CSCc1cc(=O)n2nc(C3CC3)sc2n1)Nc1ccc(F)cc1	0%	-7%	55%[activator]	-14%	-20%	49%	i	6%	26%
Cc1occc1-c1nnc(SCc2cc(=O)n3cc(Br)ccc3n2)n1C	-7%	?	14%	-10%	56µM*	-25%[59 µM]	-7%	2%	?
Cc1nn(CC#N)c(=O)n1-c1ccc(Cl)cc1	-8%	8%	28%	-9%	-23%	-2%	-10%	-9%	23%
Cc1ccc(CNC(=O)CCCCn2c(=O)[nH]c3ccsc3c2=O)cc1	-2%	-14%	19%	13%	-15%	8%	7%	4%	17%
Cc1ccc(-n2ncc(C(=O)NCCN3CCc4ccccc4C3)c2C2CCNCC2)cc1C	17%	-23%	-6%	3%	0%[57.1 µM]	-29%[59 µM]	-3%	-3%	2%
Cc1cc(C)c(NC(=O)Nc2sc3nc4n(c(=O)c3c2C)CCC(C)CC4)c(C)c1 (stereo unspecified)	-7%	-1%	27%	8%	-2%	?	5%	3%	13%
Cc1noc(C)c1NC(=O)N(C)C[C@H]1Oc2ccc(NC(=O)C3CC3)cc2C(=O)N([C@H](C)CO)C[C@@H]1C	/	-3%	70%[activator]	2%	/	/	i	6%	-1%
Cc1ccc(Cl)cc1NC(=O)CCC(=O)Nc1cc(Cl)ccc1C	1%	-19%	23%	6%	0%	?	-5%	-3%	3%
CC(Oc1ccccc1)C(=O)Nc1c2c(nn1-c1ccccc1)CS(=O)(=O)C2 (stereo unspecified)	-5%	-9%	27%	-18%	-4%	19%	-2%	0%	32%[activator]
COc1cc2c(c(OC)c1OC)C(c1ccc3c(c1)OCO3)CC(=O)O2 (stereo unspecified)	-7%[75.6 µM]	-24%	8%	9%	/	?	4%	-1%	11%
COc1ccccc1CCNC(=O)CCCn1c(=O)c2cccn2c2cccnc21	-2%	-6%	35%	-6%	-2%	-3%[59 µM]	/	4%	23%
COc1ccccc1OCc1nc2ccccc2[nH]1	-2%	-4%	24%	5%	-6%	14%[59 µM]	-7%	5%	-20%

Continued (4 carried over from the part before).
SMILES	BLM inh	JMJD2A Tudor	HP1b binding inh	GLS inhibitor	BAZ2B block	G9a inh	PGK inhibitor	Pin1 inh	Pol iota inh
CC(Oc1ccccc1)C(=O)Nc1c2c(nn1-c1ccccc1)CS(=O)(=O)C2 (stereo unspecified)	-5%	-9%	27%	-18%	-4%	19%	-2%	0%	32%[activator]
COc1cc2c(c(OC)c1OC)C(c1ccc3c(c1)OCO3)CC(=O)O2 (stereo unspecified)	-7%[75.6 µM]	-24%	8%	9%	/	?	4%	-1%	11%
COc1ccccc1CCNC(=O)CCCn1c(=O)c2cccn2c2cccnc21	-2%	-6%	35%	-6%	-2%	-3%[59 µM]	/	4%	23%
COc1ccccc1OCc1nc2ccccc2[nH]1	-2%	-4%	24%	5%	-6%	14%[59 µM]	-7%	5%	-20%
Cc1ccc(S(=O)(=O)CC(=O)N(C)C)cc1	0%	0%	10%	7%	-1%	-10%[59 µM]	0%	-1%	-1%
CC1CCCCN1C(=O)COC(=O)CSc1ccc(C(N)=O)cc1[N+](=O)[O-] (stereo unspecified)	/	-2%	45%[activator]	-7%	/	/	i	-1%	-8%
O=C(Cn1cnc([N+](=O)[O-])n1)NCc1ccccc1	-2%	-12%	12%	9%	6%	/	-6%	3%	13%
O=C(COc1ccccc1)Nc1nnc(SCc2cc(=O)n3cc(Cl)ccc3n2)s1	-2%	-12%	18%[57 µM]	2%	3%	2%[59 µM]	-10%	-8%	19%
COc1ccc(N2C(=O)C3CCCN3C2c2ccccc2OC)cc1 (stereo unspecified)	2%	-7%	49%[activator]	2%	13%	-1%	-1%	-10%	-14%
Cc1cccnc1NC(=O)CNC(=O)C12CC3CC(CC(C3)C1)C2	/	-10%	37%	0%	7%	-1%	-6%	-3%	30%
CS(=O)(=O)c1cnc2c(-c3ccsc3)cnn2c1N	-15%	-5%	34%	0%	-7%	23%[59 µM]	18%	3%	57%[activator]
O=C(OCC(=O)N1CCc2ccccc21)c1ccccn1	2%	-7%	36%	-4%	4%	/	i	-5%	-11%
O=C(Cc1ccccc1)N1CCN(C(=O)c2cccs2)CC1	-1%	6%	24%	-6%	/	8%[59 µM]	-7%	-5%	9%
CCC[C@@H]1CCCC/C=C\CCCC(=O)OCCN1C(=O)OC(C)(C)C	/	22%	87%[activator]	-1%	19%	-1%[0.501 µM]	-3%	4%	20%
COc1ccc(/C=N/NC(=O)c2cc(C(C)(C)C)[nH]n2)cc1COc1ccc(F)cc1F	-15%	-28%	6%	18%	-6%	12%	?	1%	89µM*
O=C(C1CCCN(S(=O)(=O)c2ccc([N+](=O)[O-])cc2)C1)N1CCCCC1 (stereo unspecified)	-1%	-6%	32%	-8%	2%	64%[activator]	0%	6%	17%
Cc1ccc(C(=O)N[C@@H](Cc2ccccc2)C(=O)N2CCC3(CC2)NCCc2[nH]cnc23)cc1C	2%	24%	41%[activator]	-2%	-30%	79µM*	-2%	?	10%
CC(C)(C)NC(=O)CN(CC1CCCO1)C(=O)CNS(=O)(=O)c1ccc(F)cc1 (stereo unspecified)	0%	-15%	-15%	2%	2%	6%	-9%	-1%	102%[activator]
COc1ccc(S(=O)(=O)N(C(=O)c2ccncc2)c2ccc3oc4c(c3c2)CCCC4)cc1	-9%	-28%	0%	-2%	-38%	-17%[59 µM]	i	26%	4%
COc1ccc(Oc2ncnc3c2oc2ccccc23)cc1	-3%	5%	46%[activator]	-2%	2%	11%[59 µM]	-8%	-4%	19%
CCOC(=O)C1CCN(c2c(C(=O)c3ccccc3)cnc3ccc(Cl)cc23)CC1	-1%	-31%	28%	-6%	-38%	?	-6%	15%	-28%
COc1ccc(Cl)cc1C(=O)Nc1ccc(NC(C)=O)cc1	-3%	2%	9%	-9%	-17%	30%[activator]	-7%	-1%	?
COc1cc(C(=O)NCC(c2cccnc2)N2CCN(C)CC2)cc(OC)c1OC (stereo unspecified)	3%	-20%	-4%	4%	3%	46%[59 µM]	0%	-3%	21%
CCCn1nnnc1NCc1ccc(N2CCCC2)cc1	-6%	-32%	12%	30%	-3%	3.5µM*	1%	0%	13%
CCCCCn1c(CCC(=O)Oc2ccccc2OC)nc2c1c(=O)[nH]c(=O)n2CCCC	-3%	7%	29%	0%	7%	0%	-7%	1%	-10%
Cc1cccc(Nc2c(-c3ccc(N4CCOCC4)cc3)nc3ncccn23)c1	-5%	-20%	62%[activator]	13%	-23%	0%	-9%	23%	3%
CCN(CC)S(=O)(=O)c1ccc(OC)c(NC(=O)c2cccs2)c1	-7%	-4%	20%	2%	-13%	11%	-3%	3%	107%[activator]
Cc1ccc(C(=O)NCCN(C)C)cc1C	2%	-6%	19%	13%	-4%	8%[59 µM]	-2%	-3%	20%
C/C(N)=C(/C#N)C(=O)COC(=O)CCSc1ccccc1	-2%	-3%	29%&58%	3%&-3%	6%	-9%[59 µM]	-10%&8%	8%&-8%	-26%&0%
CCOC(=O)N(C)c1ccc(C(O)(C(F)(F)F)C(F)(F)F)cc1	-8%	3%	32%	19%	7%	-3%[12.7 µM]	0%	-5%	7%
